Compound activity from PubChem.
TAG inh – reduces triacylglycerol accumulation in H9c2 cells. AID 651582. actives 0.66% (n = 230,000). Nile Red lipid (TAG) fluorescence; cells loaded with 200 µM oleic acid. inhibition, % at 12.5 µM;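 active = pattern-corrected inhibition of lipid staining of at least 50% with the nuclear-stain viability signal not falling by more than 50%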;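 note: 0% = DMSO wells and 100% = triacsin C control wells; some results filed as inactive read as strong as hits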
TAG inh DAPI viability – further read-out of TAG inh, marked with its call; DAPI nuclei signal change (viability), lower = more cytotoxic, %;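 whole-well DAPI fluorescence read on a plate reader as a viability signal; minus 50 percent equals half of cells still viable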
* = called active by the depositor. Only part of the results is shown; rates above refer to the full screens.

Values run as follows: TAG inh DAPI viability	TAG inh
1) CCOc1ccc(-c2nnn(CC(=O)NCc3ccc4c(c3)OCO4)n2)cc1
 : 3	9
2) COc1ccc(NC(=O)C2(C)Cc3c(-c4ccc(NC(C)=O)cc4)ccnc3O2)cc1 (stereo not drawn)
 : -8	-5
3) Cc1cc(S(=O)(=O)NCC(C)C)ccc1OCC(=O)NCc1ccco1
 : 1	-25
4) COc1ccc(-c2cc(NC(C)=O)c3ncc(-c4cccc(C(F)(F)F)c4)n3c2)c(OC)c1
 : -17	3
5) CN(CC(=O)Nc1ccc(Cl)cc1)C(=O)c1ccc(-n2cncn2)c([N+](=O)[O-])c1
 : -20	33
6) COc1ccc(C(=O)NC(NC(=O)c2ccc(OC)c(OC)c2)c2ccccc2F)cc1OC
 : -2	1
7) Cc1ccc(S(=O)(=O)Nc2ccc(Nc3nccn4c(-c5ccc6ccccc6c5)cnc34)cc2)cc1
 : 16	23
8) COc1ccc(OCC(O)CNC(=O)c2ccc(C)cc2)cc1 (stereo not drawn)
 : 1	-10
9) OCCN1CCN(c2cc(-c3ccc(CO)cc3)nc3ccnn23)CC1
 : 15	1
10) O=C(O)c1ccc(NC(=O)C2C3CCC(C3)C2C(=O)O)cc1 (stereo not drawn)
 : 8	1
11) Clc1ccc(Nc2nc(C3CC3)cs2)cc1
 : -9	11
12) COc1ccc(NC(=O)c2nc(C)c(C3(C)CC(c4ccccc4)=NO3)s2)cc1 (stereo not drawn)
 : -32*	76*
13) CSc1ccccc1NC(=O)Nc1ccccc1Cl
 : 5	-2
14) O=[N+]([O-])c1ccc(O)c(CSc2nnnn2-c2ccccc2)c1
 : -6	2
15) Fc1ccc(NC(=S)Nc2nccs2)cc1
 : -29	45
16) CCC1C(=O)Nc2ccccc2N1C(=O)c1ccc(Cl)nc1 (stereo not drawn)
 : -1	17
17) COC(=O)CNc1nc(Cl)nc(NC2CCCCC2)n1
 : -3	2
18) NNC(=O)c1nnsc1-c1csnn1
 : -3	-6
19) CCOC(=O)N1CCN(C(=O)COC(=O)c2ccc([N+](=O)[O-])cc2Cl)CC1
 : 7	-4
20) N#Cc1nc(-c2ccccc2)oc1NCc1ccco1
 : 5	10
21) CCc1nc(SCC(=O)Nc2nc3c(s2)CCCC3)c2ccccc2n1
 : -2	22
22) Cc1cccc(NC(=O)CSCC(=O)N(CCC(C)C)c2c(N)n(Cc3ccccc3)c(=O)[nH]c2=O)c1
 : -6	5
23) Cc1[nH]nc2c1C(c1ccccc1F)NC2=O (stereo not drawn)
 : -1	-21
24) COCc1nnc(NC(=O)c2ccc(S(=O)(=O)N(C)C3CCCCC3)cc2)o1
 : -11	1
25) O=C(CNC(=O)c1ccncc1)N/N=C/c1cc(Br)ccc1OCc1ccccc1
 : -4	2
26) CCCNC(=O)C1(C)CCCN(C(=O)c2sccc2C)C1 (stereo not drawn)
 : 2	-1
27) CCCCOc1ccc(-c2nnn(C(C)(C)C(=O)OC)n2)cc1
 : 4	3
28) CSc1nncc(-c2ccc(F)cc2)n1
 : 3	6
29) Cc1cc(C)c(S(=O)(=O)Nc2ccccc2)c(C)c1
 : 0	-16
30) Cc1ccc(S(=O)(=O)N2CCN(C(=O)COC(=O)/C=C/c3cccc(Cl)c3)CC2)c(C)c1
 : 0	-5
31) CN1CCN(c2ccc(CNC(=O)C3Cc4c(-c5ccc(Cl)cc5)ccnc4O3)cc2)CC1 (stereo not drawn)
 : 12	6
32) Cc1ccc2c(c1)N(CC(=O)NCCCc1ccccc1)C(=O)c1cccnc1O2
 : -2	-6
33) CCOC(=O)C1=C(COC(=O)CNC(=O)c2ccc(C(C)(C)C)cc2)NC(=O)NC1C (stereo not drawn)
 : 2	5
34) O=C(CN1CCN(c2cccc(C(F)(F)F)c2)CC1)NCc1ccccc1
 : 6	18
35) CC(C)(C)c1ccc(C(=O)Nc2cccc(C(=O)N3CCOCC3)c2)cc1
 : 10	19
36) Nc1c(-c2ccccn2)cnn1-c1nc(-c2ccc(F)cc2)cs1
 : 8	-9
37) COc1ccc(OC)c(S(=O)(=O)N2CCC(C(=O)N3CCc4ccccc4C3)CC2)c1
 : 14	-18
38) CCOc1ccccc1C1N(c2ccc(F)cc2)C(=O)C2CCCN21 (stereo not drawn)
 : -4	5
39) CC(NS(=O)(=O)c1ccccc1)C1CC2CCC1C2 (stereo not drawn)
 : -2	14
40) CCc1ccc(N(C(C)=O)c2nc(CCl)cs2)cc1
 : -3	-2

Full records from above. Screens in order: TAG inh DAPI viability, TAG inh
Shown for `CCOC(=O)C1=C(COC(=O)CNC(=O)c2ccc(C(C)(C)C)cc2)NC(=O)NC1C` (stereo not drawn) → 2, 5
Shown for `O=C(CNC(=O)c1ccncc1)N/N=C/c1cc(Br)ccc1OCc1ccccc1` → -4, 2
Shown for `Cc1ccc2c(c1)N(CC(=O)NCCCc1ccccc1)C(=O)c1cccnc1O2` → -2, -6

The listing picks up, starting 2 compounds before the break.
Values run as follows: TAG inh DAPI viability	TAG inh
39) CC(NS(=O)(=O)c1ccccc1)C1CC2CCC1C2 (stereo not drawn)
 : -2	14
40) CCc1ccc(N(C(C)=O)c2nc(CCl)cs2)cc1
 : -3	-2
41) CCC(CO)Oc1cc(NC(=O)c2ccc([N+](=O)[O-])cc2)c2ncn(C(C)C)c2c1 (stereo not drawn)
 : 5	-25
42) CCCCN1C(=O)N(c2nnc(C(C)(C)C)s2)C(O)C1c1ccc(C)cc1 (stereo not drawn)
 : 2	2
43) C=C(CN(C)C)C(=O)c1ccc(C)cc1C
 : -6	8
44) COc1ccc(OC)c(NC(=S)NC(=O)c2ccc(Br)o2)c1
 : 5	-7
45) CC(=O)Nc1nnc(Cc2ccccc2)s1
 : 4	-3
46) O=C(N/N=C/c1cccnc1)c1sc2ccccc2c1Cl
 : 0	1
47) COc1ccc(S(=O)(=O)NNC(=S)NCCc2ccccc2)c(OC)c1
 : 2	-6
48) O=C(/C=C/c1ccccc1)NC(=S)N1CCSCC1
 : 0	12
49) O=c1[nH]c(Cc2ccc(F)cc2)nc2scc(-c3ccc(F)cc3)c12
 : 2	-38
50) CC1CCCCC12NC(=O)N(CC(=O)c1ccc[nH]1)C2=O (stereo not drawn)
 : 3	-1
51) CC(OC(=O)c1cccc(-n2cnnn2)c1)C(=O)N(C)c1ccccc1 (stereo not drawn)
 : -3	8
52) Cc1ccc2cc(C3CC(c4ccco4)=NN3C(=O)CCCC(=O)O)c(Cl)nc2c1 (stereo not drawn)
 : -8	0
53) Cc1ccc(N/N=C(\C#N)C(=N)N2CCCCCC2)cc1
 : 5	-1
54) CCOc1c(Cl)cc(/C=N/O)cc1OC
 : 0	-4
55) Cc1ccc(OCCC(=O)OCC(=O)NC(=O)NCc2ccccc2)cc1
 : 10	1
56) Cc1cc(NC(=O)COC(=O)c2ccco2)no1
 : 4	1
57) Cc1nnc(SCC(=O)NCC2CCCCC2)n(N)c1=O
 : 10	10
58) O=C1CC(NS(=O)(=O)c2ccc([N+](=O)[O-])cc2)CN1c1cccc(F)c1 (stereo not drawn)
 : 1	-2
59) O=C(CCC1CCCC1)N1CCN(C2CCCC2)CC1
 : -1	18
60) O=C1CC(NC(=O)C(F)(F)F)c2cc3c(cc21)OCO3 (stereo not drawn)
 : -17	-6

Rewritten in transposed form: entries from further up
23	Cc1[nH]nc2c1C(c1ccccc1F)NC2=O (stereo not drawn)
24	COCc1nnc(NC(=O)c2ccc(S(=O)(=O)N(C)C3CCCCC3)cc2)o1
47	COc1ccc(S(=O)(=O)NNC(=S)NCCc2ccccc2)c(OC)c1
1	CCOc1ccc(-c2nnn(CC(=O)NCc3ccc4c(c3)OCO4)n2)cc1
Assay by compound | 23 | 24 | 47 | 1
TAG inh DAPI viability | -1 | -11 | 2 | 3
TAG inh | -21 | 1 | -6 | 9

Remaining list, next part:
Values run as follows: TAG inh DAPI viability	TAG inh
61) CCOC(=O)C1CCN(C(=O)C23CC4CC(CC(C4)C2)C3)CC1
 : -3	3
62) Cc1ccccc1Cn1cc(NC(=O)CCCn2nc([N+](=O)[O-])cc2C)cn1
 : -2	6
63) CN(C)CCN(C)C1CN(Cc2ccc([N+](=O)[O-])cc2)S(=O)(=O)C1 (stereo not drawn)
 : 0	2
64) Cc1ccc(C2(C)NC(=O)N(CC(=O)N3CC(=O)Nc4ccccc43)C2=O)cc1 (stereo not drawn)
 : 11	-7
65) CC1(C(=O)NCC(F)(F)F)CCN1C(=O)Cc1ccc(-c2ccccc2)cc1 (stereo not drawn)
 : 1	-9
66) O=C(NC1CCOC1=O)OCc1ccccc1 (stereo not drawn)
 : 1	10
67) O=C(CN1CCN(Cc2ccccc2Cl)C1=O)NCc1ccco1
 : 1	0
68) CC1(C)Cc2nc(Cl)c(C#N)cc2CO1
 : 10	5
69) O=C(O)C1C2CCC(O2)C1C(=O)Nc1ccc(OC(F)F)cc1 (stereo not drawn)
 : 10	-6
70) CCc1ccccc1NC(=S)Nc1cc(OC)c(NC(=O)C(C)C)cc1OC
 : -2	-13
71) COC(=O)Cn1cnc2scc(-c3ccc(C)cc3)c2c1=O
 : -4	4
72) O=C(c1ccccc1)N1CCN(S(=O)(=O)c2ccc(Cl)c(C(F)(F)F)c2)CC1
 : 1	-9
73) Cc1ccc(S(=O)(=O)N2CCN(C(=O)Cc3ccc(S(=O)(=O)N4CCOCC4)s3)CC2)cc1
 : -7	-18
74) CC1(C(=O)Nc2ccccc2)Cc2c(-c3cccc(C(F)(F)F)c3)ccnc2O1 (stereo not drawn)
 : 2	-11
75) CN(C)C(=O)c1ccc(N/C=C(\C=O)c2nc3ccccc3o2)cc1
 : 4	-4
76) COc1ccc(/C=C2\SC(=S)N(N3CCOCC3)C2=O)c(OC)c1
 : 3	-10
77) N#Cc1c(-c2ccco2)ccn(Cc2ccc(F)cc2)c1=O
 : 1	-5
78) CCCc1nc2ccccc2c(=O)n1NC(=O)c1c(O)c2cccc3c2n(c1=O)CCC3
 : 4	-11
79) CCc1nnc(N2C(=N)SCC2=O)s1
 : -6	4
80) COc1ccc(N2CCN(C(=O)C(=O)c3c(C)n(C)c4ccccc34)CC2)cc1
 : 13	-35
81) Cc1ccc(NC(=O)c2cccc(Oc3ccc([N+](=O)[O-])cc3)c2)c(C(=O)O)c1
 : -3	8
82) O=[N+]([O-])c1ccc(Oc2cc(NC3CCCCCCC3)c([N+](=O)[O-])cc2[N+](=O)[O-])cc1
 : 0	13
83) CCNc1nc(NCC)n2c(SCC(=O)Nc3ccc(C(F)(F)F)cc3[N+](=O)[O-])nnc2n1
 : -3	-20
84) O=C(c1ccccc1)c1cnc[nH]1
 : -2	1
85) CCc1cccc2sc(NC(=O)C3CC3)nc12
 : -3	22
86) CCOc1ccc(NC(=O)C2CCCN(C)C2)cc1 (stereo not drawn)
 : 2	5
87) COc1ccc(C(C)=NOC(=O)c2c(-c3ccccc3Cl)noc2C)cc1CN1CCOCC1
 : -5	2
88) O=C(NCc1cccc(Cl)c1)c1ccc2c(c1)OCCO2
 : 11	2
89) O=C(c1cnn2c(C(F)(F)F)cc(-c3cccs3)nc12)N1CCOCC1
 : 17	-1
90) C[n+]1cccc(O)c1SCc1ccccc1
 : -1	-10
91) CN(CC(=O)Nc1ccc(Cl)c(C(F)(F)F)c1)C(=O)c1cccc2cccnc12
 : -3	-1
92) COc1ccccc1N(C)S(=O)(=O)c1ccc(C(=O)Nc2cccc(Br)c2)cc1
 : 3	4
93) CN(C)c1ccc(-c2cc3ccccc3c(=O)o2)cc1
 : 55	-2
94) NNC(=O)CN(CCc1ccccc1)S(=O)(=O)c1ccc(Cl)cc1
 : 5	-2
95) Cc1cc(C(=O)O)cc(S(=O)(=O)N2CCOCC2)c1C
 : 28	11
96) O=C(Nc1ccccc1[N+](=O)[O-])c1cc2ccccc2nc1Cl
 : 4	6
97) O=C(CSc1nnc(-c2ccncc2)o1)Oc1ccccc1
 : 8	-4
98) Cc1ccccc1/C=N/NC(=O)c1ccc(-n2cnnn2)cc1
 : -7	10
99) CC(=O)Nc1ccc(NC(=O)CS(=O)(=O)c2cn(CC(=O)N3CCC(C)CC3)c3ccccc23)cc1
 : 11	-3
100) CC1(c2ccccc2)NC(=O)N(CC(=O)N(c2ccccc2)C2CCS(=O)(=O)C2)C1=O (stereo not drawn)
 : -1	2
101) C[C@H](CO)N1C[C@H](C)[C@@H](CN(C)S(C)(=O)=O)Oc2c(NC(=O)c3ccncc3)cccc2C1=O
 : 1	24
102) CCOC(=O)C1(Cc2ccccc2)CCN(Cc2ccc(C3CCCCO3)s2)CC1 (stereo not drawn)
 : -3	-3
103) COc1ccc2c(c1)CCCC2NS(=O)(=O)OCC(Cl)(Cl)Cl (stereo not drawn)
 : -9	-8
104) O=S(=O)(c1ccc(Cl)cc1)c1nc(-c2ccccc2F)oc1NCCCN1CCOCC1
 : 19	-15
105) FC(F)(F)c1ccc(C2[C@H]3CN(Cc4cccnc4)[C@H](c4ccccc4)C34CC2(c2cccnc2)C4)cc1 (stereo partly drawn)
 : 5	21
106) CCOc1ccc(-c2nnn(CC(=O)NCc3ccco3)n2)cc1
 : -6	1
107) CCCOC1CCCN(C(=O)c2ccc3oc(C(C)C)nc3c2)C1 (stereo not drawn)
 : 8	1
108) O=C(C1CCCN(S(=O)(=O)c2ccccc2)C1)N1CCCCC1 (stereo not drawn)
 : -2	-2
109) CCc1c(C)sc(NC(=O)Cn2nc(C)c([N+](=O)[O-])c2C)c1C(N)=O
 : 4	-5
110) COc1ccc(C(=S)N2CCOCC2)cc1OC(=O)c1cccc([N+](=O)[O-])c1
 : -3	15
111) CCC(=O)NC(Nc1cccc(C)n1)(C(F)(F)F)C(F)(F)F
 : 19	1
112) Cc1nc(C(=O)N/N=C/c2[nH]ncc2Br)cs1
 : -4	2
113) COc1ccccc1N1CCN(Cc2cc(=O)c(OCC(=O)NC3CCCC3)co2)CC1
 : -8	8
114) CCN(CC)S(=O)(=O)c1cccc(C(=O)N/N=C/c2ccc(N3CCOCC3)cc2)c1
 : -3	7
115) Cc1ccn2c(=O)c(NC(=O)COc3ccccc3)c(C)nc2c1
 : -7	-25
